Source: PubChem BioAssay (National Center for Advancing Translational Sciences (NCATS))
TDP1 inh: TDP1 (human) enzyme inhibition; Q9NUW8; AID 485290; 0.28% of 350,000 active; recombinant TDP1, AlphaScreen DNA substrate cleavage; Potency, µM (top dose mostly 130 µM), inactives show at the highest dose activity change, negative = inhibition, usual class: inhibitors; further: nearly all actives have a fitted effect of over 40% in size
Target sequence (Q9NUW8 whole entry, looked up): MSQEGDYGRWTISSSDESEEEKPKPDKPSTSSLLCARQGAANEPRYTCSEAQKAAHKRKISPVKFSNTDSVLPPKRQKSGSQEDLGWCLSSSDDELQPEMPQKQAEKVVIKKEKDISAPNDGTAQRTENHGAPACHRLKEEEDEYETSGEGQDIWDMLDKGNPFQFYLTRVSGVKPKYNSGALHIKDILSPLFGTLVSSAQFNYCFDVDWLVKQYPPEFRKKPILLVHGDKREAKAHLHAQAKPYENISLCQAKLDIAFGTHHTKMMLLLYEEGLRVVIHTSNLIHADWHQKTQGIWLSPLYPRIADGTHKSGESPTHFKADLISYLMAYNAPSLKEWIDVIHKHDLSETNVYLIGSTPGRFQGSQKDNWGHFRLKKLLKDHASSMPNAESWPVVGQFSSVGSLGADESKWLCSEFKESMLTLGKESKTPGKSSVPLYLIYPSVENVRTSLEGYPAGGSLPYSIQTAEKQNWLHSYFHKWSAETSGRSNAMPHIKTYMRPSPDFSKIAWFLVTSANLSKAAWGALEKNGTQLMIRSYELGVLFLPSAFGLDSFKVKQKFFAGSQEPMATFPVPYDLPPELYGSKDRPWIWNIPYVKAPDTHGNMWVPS
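Enzyme-compound mixtures sat 15 min at room temperature, followed by a 5 min reaction with 15 nM final substrate and 10 min with AlphaScreen beads. Recombinant human Tdp1 was used at 1 nM final.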
N370S GC mod: inhibits or activates N370S mutant glucocerebrosidase; Potency, µM (doses to about 59.4 µM), without a hit: at the highest dose activity change, negative = inhibition, most hits filed as inhibitors; 0.092% of 330,000 active; N370S GC spleen homogenate, 4MU-glucoside fluorescence; P04062;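 further: 0% = full enzyme activity and -100% = no enzyme basal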
FEN1 inhibitor: blocks human flap endonuclease 1; P39748; Recombinant FEN1 flap cleavage, fluorescence, 15 min; Potency, µM (top dose mostly 114 µM), for the others: at the top dose activity change, negative = inhibition, actives largely listed as inhibitors; 0.35% of 390,000 active; AID 588795; further: nearly all actives have a fitted effect of over 65% in size
Target sequence (P39748 whole entry, looked up): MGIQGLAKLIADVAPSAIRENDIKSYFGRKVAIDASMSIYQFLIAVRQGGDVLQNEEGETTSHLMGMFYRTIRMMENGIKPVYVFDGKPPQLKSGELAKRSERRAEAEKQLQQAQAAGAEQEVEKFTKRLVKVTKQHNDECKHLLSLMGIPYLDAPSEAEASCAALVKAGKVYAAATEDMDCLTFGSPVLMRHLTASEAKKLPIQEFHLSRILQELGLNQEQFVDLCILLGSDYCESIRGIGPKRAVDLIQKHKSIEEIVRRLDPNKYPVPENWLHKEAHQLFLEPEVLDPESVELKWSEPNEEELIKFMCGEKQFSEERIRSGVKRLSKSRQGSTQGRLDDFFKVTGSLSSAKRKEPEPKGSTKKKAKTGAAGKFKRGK
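Compounds are tested as a concentration series against 10 nM FEN1; after a 15 min room-temperature preincubation, 50 nM substrate starts cleavage, with plate reads at 0 and 15 min. Normalized responses are fitted by a Hill equation.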
Active calls of the source: *; ? = inconclusive; · = not tested or not shown; & = joins results of further samples; [ ] = another dose, or the depositor's remark. The call rests on the fitted dose curve; in most records, active means well fitted curve in the direction sought with a large enough effect; inconclusive means small, poorly fitted or top-dose-only effect, or another doubt; inactive means no such curve, though single readings can be large; an effect the other way counts as inactive or inconclusive. Unless noted, on the % scale 0 is the no-effect control and ±100 the full control effect; potency means the concentration at half of the fitted maximal effect. A portion of the library; count on the stated rates, not on these rows.

compound	TDP1 inh	N370S GC mod	FEN1 inhibitor
CC[C@@]12CCCN3CCc4c(n(c5ccccc45)[C@](O)(C(=O)OC)C1)C32 (stereo not given in full)	-5.1%[56.1 µM]	-3.4%	·
CCOc1ccc(NC(=S)N2CCC(C(O)(c3ccccc3)c3ccccc3)CC2)cc1	2.7%	5.6%	-16.6%
C[C@@H](Cc1cccc(C(F)(F)F)c1)NCCOC(=O)c1ccccc1	10.3%[21 µM]	5.4%[21.6 µM]	·
CC1CCc2c(N3CCC(O)CC3)c(F)cc3c(=O)c(C(=O)O)cn1c23 (stereo not given)	-2.1%	?	-26.7%
OCC(O)CN1CCN(c2ccccc2)CC1 (stereo not given)	2.7%&3.4%	11.8%&7.4%	1.8%
COc1cc(C(=O)NC(c2ccccc2Cl)c2cc(Cl)c3cccnc3c2O)cc(OC)c1OC (stereo not given)	10.4%	·	2.4%
NC(=O)c1ccc([N+](=O)[O-])cc1Cl	2.1%	-1.3%	·
NC(=O)NC(=O)Cc1ccccc1	6.8%[56.1 µM]	-7.3%	·
COc1ccc(Sc2ccc(NC(=O)c3ccccc3Cl)cc2C#N)cc1	-2.0%	2.2%	-11.0%
CCCN(CCC)C(=O)[C@@H](CCC(=O)O)NC(=O)c1ccccc1	-9.1%[56.1 µM]	5.5%[21.6 µM]	·
Cc1nc2nc(NC(=O)c3cccc(Cl)c3)[nH]n2c(=O)c1Cc1ccccc1	7.0%	·	-11.4%
Oc1ccc([C@@H]2CNCCc3c2cc(O)c(O)c3Cl)cc1	11.9%[56.1 µM]	-21.1%	·
CCC12CCCN3CCc4c(n(c5ccccc45)C(O)(C(=O)OC)C1)C32 (stereo not given)	4.1%	-2.5%	-15.3%
CC(=O)N(CC(O)CO)c1c(I)c(C(=O)NCC(O)CO)c(I)c(C(=O)NCC(O)CO)c1I (stereo not given)	2.1%	-2.5%	-4.3%
Nc1cc(=O)[nH]c(N)n1	6.3%&-10.7%[56.1 µM]	1.1%&6.4%&-2.3%	17.0%
COc1ccc(-c2oc3c(CC=C(C)C)c(O[C@H]4OC(CO)C(O)C(O)C4O)cc(O)c3c(=O)c2O[C@@H]2OC(C)C(O)C(O)C2O)cc1 (stereo not given in full)	7.3%[56.1 µM]	-8.6%	·
CC1(C)Oc2ccc(C#N)cc2[C@@H](N2CCCC2=O)[C@@H]1O	3.6%	-24.3%	-8.1%
CCN(CC)CCOC(=O)C(c1ccccc1)c1ccccc1	-6.0%	-13.9%	12.8%
O=C(O)CCCCCCCC(=O)O	6.0%	17.7%&-4.8%&-5.6%	-1.7%
COc1c(O)cc2c(c1O)[C@@H]1O[C@H](CO)[C@@H](O)[C@H](O)[C@H]1OC2=O	·	-1.9%	18.5%

compound	TDP1 inh	N370S GC mod	FEN1 inhibitor
COC(=O)Nc1nc2ccc(S(=O)c3ccccc3)cc2[nH]1 (stereo not given)	7.7%	-1.9%	·
CN(C)CCOC(=O)C(c1ccccc1)C1(O)CCCC1 (stereo not given)	-2.7%	-20.4%&2.6%	14.8%
COc1cc(C(=O)NCCCCCC(=O)O)cc(OC)c1OC	-2.5%	-9.2%	17.5%
CN1CCN(c2c(F)cc3c(=O)c(C(=O)O)cn4c3c2SCC4)CC1	6.2%&2.9%	2.2%&-1.8%	-23.9%
C[C@@H]1C[C@H]2[C@@H]3C[C@H](F)C4=CC(=O)C(Cl)=C[C@]4(C)[C@@]3(F)[C@@H](O)C[C@]2(C)[C@@]1(O)C(=O)CO	8.7%	13.0%	·
CCC(Cc1c(I)cc(I)c(N)c1I)C(=O)O (stereo not given)	7.7%	-3.0%&-16.0%	-0.2%
CCOc1ccccc1NC(=O)CSc1nc2ccccc2c2nc(CCn3cncc3C)nn12	-1.5%	·	-25.1%
CN(C)CCO[C@](C)(c1ccccc1)c1ccccn1	12.3%[21 µM]	-9.9%[21.6 µM]	·
CCCCOC(=O)c1ccc(N)cc1	7.3%[56.1 µM]	8.7%	-7.5%
O=C1CCc2cc(OCCCCc3nnnn3C3CCCCC3)ccc2N1	-2.7%	18.0%&0.1%&-4.7%&-3.1%&-6.9%&-27.0%	3.6%
COc1ccc(S(=O)(=O)Nc2nnc(CC(C)C)s2)cc1	6.7%&3.4%	15.7%	8.1%
CC1(C)OC2CC(=O)OC[C@@]23C1CC(=O)[C@]1(C)C3CC[C@@]2(C)C(c3ccoc3)OC(=O)C3O[C@@]321 (stereo not given in full)	8.5%	0.6%	·
CC[C@]12CCCN3CCc4c(n(c5ccccc45)[C@@](O)(C(=O)OC)C1)[C@@H]32	·	-7.3%	2.9%
NC(=O)c1ccc(-c2nc(-c3ccc4c(c3)OCO4)c(-c3ccccn3)[nH]2)cc1	22.0%	0.8%&5.1%&-4.2%	·
Cc1ccsc1/C=C/C1=NCCCN1C	2.0%	-4.3%&5.3%	4.3%&20.1%&0.6%
CN=C(N)NC(=O)Nc1c(C)cccc1C	7.5%	-14.4%	3.7%
C[C@@H]1[C@H](C)CC[C@@]2(C(=O)O[C@H]3O[C@@H](CO[C@H]4O[C@@H](CO)[C@@H](O[C@H]5O[C@@H](C)[C@@H](O)[C@@H](O)[C@@H]5O)[C@@H](O)[C@@H]4O)[C@@H](O)[C@@H](O)[C@@H]3O)CC[C@]3(C)C(=CC[C@H]4[C@@]5(C)C[C@@H](O)[C@@H](O)[C@](C)(CO)[C@@H]5CC[C@@]43C)[C@@H]12	14.4%[21 µM]	7.0%[21.6 µM]	·
C[C@@H]1O[C@H](O[C@@H]2C(O)[C@H](O)[C@@H](CO)O[C@H]2Oc2cc(O)c3c(=O)cc(-c4ccc(O)cc4)oc3c2)[C@H](O)[C@H](O)[C@H]1O (stereo not given in full)	6.9%	-0.2%	·
CCCN(CCC)C(=O)C(CCC(=O)O)NC(=O)c1ccccc1 (stereo not given)	2.7%	3.5%&-6.5%&-0.2%&1.1%	12.4%
CCN(CC)S(=O)(=O)c1ccc(C(=O)O)cc1	2.4%&-0.7%	-2.1%	-5.0%

Another view of 2 compounds above.
COc1cc(C(=O)NCCCCCC(=O)O)cc(OC)c1OC
  TDP1 inh: -2.5%
  N370S GC mod: -9.2%
  FEN1 inhibitor: 17.5%

CC1(C)OC2CC(=O)OC[C@@]23C1CC(=O)[C@]1(C)C3CC[C@@]2(C)C(c3ccoc3)OC(=O)C3O[C@@]321 (stereo not given in full)
  TDP1 inh: 8.5%
  N370S GC mod: 0.6%
  FEN1 inhibitor: ·

Next part.
compound	TDP1 inh	N370S GC mod	FEN1 inhibitor
CN1CCC(=C2c3ccccc3CC(=O)c3sccc32)CC1	2.4%	-25.7%	-6.0%&-0.6%&14.7%
CCc1cc(-c2n[nH]c(C)c2-c2ccc3c(c2)OCCO3)c(O)cc1O	16.3%	?	·
Nc1ncnc(Nc2ccccc2)n1	6.7%	0.0%	-1.4%
O=C(c1ccccc1)c1ccc2n1CCC2C(=O)O (stereo not given)	2.7%	-4.9%&6.0%&-1.3%	8.8%
CC(=O)O[C@@]12CO[C@@H]1C[C@H](O)[C@@]1(C)C(=O)[C@H](O)C3=C(C)[C@@H](OC(=O)[C@H](O)[C@@H](NC(=O)OC(C)(C)C)c4ccccc4)C[C@](O)([C@@H](OC(=O)c4ccccc4)[C@H]21)C3(C)C	8.7%	?	·
COc1c(O)cc2c(c1O)[C@@H]1O[C@@H](CO)[C@@H](O)[C@@H](O)[C@@H]1OC2=O	6.4%[56.1 µM]	0.7%[21.6 µM]	·
COc1ccc(NC(=O)C2CCCN(c3nnc(C)c4c(C)n(-c5ccccc5)nc34)C2)cc1Cl (stereo not given)	2.8%	·	9.9%
COc1cc2oc(=O)ccc2cc1O	5.6%	-5.8%	·
CN(C)CCC[C@@]1(c2ccc(F)cc2)OCc2cc(C#N)ccc21	6.9%&11.9%[56.1 µM]	10.7%&-12.4%	12.6%
COc1cc(C)nc(-n2nc(C)cc2OC)n1	6.0%	8.0%	6.4%
CCCc1cc(C(N)=S)ccn1	-4.2%	-11.3%&-9.2%	19.7%
COc1cc2[nH]c(=O)[nH]c(=O)c2cc1OC	-6.2%	0.5%	·
O=C1c2c(O)cccc2C(C2OC(CO)[C@@H](O)[C@H](O)[C@H]2O)c2cc(CO)cc(O)c21 (stereo not given in full)	2.2%	·	8.6%
COc1cc(NC(=O)c2cc(C3CC3)on2)c(OC)cc1Cl	-3.9%	5.1%	-2.3%
CN=C(NC#N)Nc1ccc(C2=NNC(=O)CC2C)cc1 (stereo not given)	-9.0%[56.1 µM]	3.4%&-8.1%&-6.1%	·
O=C(O)[C@@H]1[C@@H]2C[C@H]3c4[nH]c5ccccc5c4CCN3C[C@@H]2CC[C@@H]1O	12.3%[21 µM]	6.6%[21.6 µM]	·
C[C@@H]1O[C@@H](O[C@@H]2[C@@H](O)[C@H](OCCc3ccc(O)c(O)c3)O[C@H](CO[C@@H]3O[C@H](CO)[C@@H](O)[C@H](O)[C@H]3O)[C@H]2OC(=O)/C=C/c2ccc(O)c(O)c2)[C@H](O)[C@H](O)[C@H]1O	18.9%	-12.8%	·
O=C1c2ccccc2C(=O)c2c(O)c(O)cc(O)c21	?	-2.7%&-6.1%	?
CC1(C)Oc2ccc(C#N)cc2[C@H](N2CCCC2=O)[C@H]1O	8.2%&-8.6%[56.1 µM]	-8.2%&-1.9%	·
C[C@]12CC[C@H]3C(=CCc4cc(O)ccc43)[C@@H]1CCC2=O	2.7%	-5.9%	-1.5%

compound	TDP1 inh	N370S GC mod	FEN1 inhibitor
CC(C)[C@@H]1C(=O)N(S(C)(=O)=O)[C@H]2CCN(C(=O)/C=C\CN3CCCCC3)[C@@H]12	9.5%	-2.2%	·
CCOC(=O)Nc1ccc2c(c1)N(C(=O)CCN1CCOCC1)c1ccccc1S2	9.1%	-5.7%	3.8%&-0.4%
CN1CCC(Nc2ncc3ncnc(Nc4ccc(F)c(Cl)c4)c3n2)CC1	8.2%	-3.9%	·
CC(=O)O[C@]1(C(C)=O)CC[C@H]2C3C=C(Cl)C4=CC(=O)[C@@H]5C[C@H]5[C@]4(C)C3CC[C@@]21C (stereo not given in full)	10.9%[56.1 µM]	-5.4%	·
Cc1cn([C@H]2C[C@H](O)[C@@H](CO)O2)c(=O)[nH]c1=O	3.1%&10.7%	-2.9%&-7.9%	·
CCN(CCCCOC(=O)c1ccc(OC)c(OC)c1)[C@@H](C)Cc1ccc(OC)cc1	13.8%[21 µM]	-4.5%[21.6 µM]	·
C[C@]12CC[C@@H]3C(=CCc4cc(O)ccc43)[C@@H]1CCC2=O	13.3%[21 µM]	5.4%[21.6 µM]	·
C[C@H]1C[C@@H]2[C@H]3CCC4=CC(=O)C=C[C@@]4(C)[C@@]3(Cl)[C@@H](O)C[C@]2(C)[C@]1(OC(=O)c1ccco1)C(=O)CCl	4.8%[56.1 µM]	4.1%[21.6 µM]	·
COc1ccc(Cn2c(CCC(=O)Nc3cccc(OC)c3)nc3cccnc32)cc1	-2.3%	·	-12.6%
COc1ccccc1OC(=O)Oc1ccccc1OC	-6.4%	·	-8.9%
C/C=C(/C)C(=O)O[C@@H]1c2cc3c(c4c2[C@@]2(CO4)C(=O)C(OC)=C(OC)C=C2C[C@@H](C)[C@H]1C)OCO3	2.4%	0.1%	-4.2%
Cc1nc2c([nH]1)c(=O)n(C)c(=O)n2Cc1ccco1	1.5%&7.2%&8.5%	2.7%&-8.2%	-1.2%&-6.4%
CN1CCN(CCCN2c3ccccc3Sc3ccc(S(=O)(=O)N(C)C)cc32)CC1	12.3%[21 µM]	-23.5%	13.7%
Cc1ccc(C(=O)C(C)CN2CCCCC2)cc1 (stereo not given)	-14.7%[56.1 µM]	-4.3%	·
CCn1cc(C(=O)O)c(=O)c2cc(F)c(N3CCN[C@@H](C)C3)c(F)c21	4.8%[56.1 µM]	-11.2%[21.6 µM]	·
O=c1c(O[C@@H]2O[C@H](CO)C(O)C2O)c(-c2ccc(O)c(O)c2)oc2cc(O)cc(O)c12 (stereo not given in full)	3.2%	·	?
COc1cc2c(c(OC)c1OC)-c1c(cc(OC)c(OC)c1OC)C[C@H](C)[C@H](C)C2	4.7%	0.3%	-21.3%
COc1ccc([C@@H]2CNC(=O)C2)cc1OC1CCCC1	13.6%[56.1 µM]	-10.0%	·
Cc1cc(NC(=O)C2CCN(S(=O)(=O)c3ccc4[nH]c(=O)oc4c3)CC2)ccc1Br	11.0%	·	3.2%
Cc1oncc1C(=O)Nc1ccc(C(F)(F)F)cc1	2.9%	-20.3%	-10.6%

3 records picked at random from the list so far:
compound	TDP1 inh	N370S GC mod	FEN1 inhibitor
Cc1cc(NC(=O)C2CCN(S(=O)(=O)c3ccc4[nH]c(=O)oc4c3)CC2)ccc1Br	11.0%	·	3.2%
CC(=O)O[C@]1(C(C)=O)CC[C@H]2C3C=C(Cl)C4=CC(=O)[C@@H]5C[C@H]5[C@]4(C)C3CC[C@@]21C (stereo not given in full)	10.9%[56.1 µM]	-5.4%	·
COc1ccc([C@@H]2CNC(=O)C2)cc1OC1CCCC1	13.6%[56.1 µM]	-10.0%	·
